# Assay outcomes as filed in PubChem BioAssay.
# N370S GC mod = qHTS Assay for Inhibitors and Activators of N370S glucocerebrosidase as a Potential Chaperone Treatment of Gaucher Disease; Lysosomal acid glucosylceramidase (Homo sapiens), P04062; N370S GC spleen homogenate, 4MU-glucoside fluorescence; Potency, µM (highest dose often 59.4 µM), for the others: at the highest dose activity change, negative = inhibition, hits mostly inhibitors; 0.092% of 330,000 active; AID 2101, 2009;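 further: 0% = full enzyme activity and -100% = no enzyme basal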
# GCN5L2 inh = qHTS Assay for Inhibitors of GCN5L2; GCN5L2 HAT assay, ThioGlo1 CoA-SH fluorescence; Potency, µM (top dose mostly 58.9 µM), for the others: at the top dose activity change, negative = inhibition, usual class: inhibitors; 0.21% of 390,000 active; AID 504327, 2011
# Target sequence (Q92830 whole entry, looked up): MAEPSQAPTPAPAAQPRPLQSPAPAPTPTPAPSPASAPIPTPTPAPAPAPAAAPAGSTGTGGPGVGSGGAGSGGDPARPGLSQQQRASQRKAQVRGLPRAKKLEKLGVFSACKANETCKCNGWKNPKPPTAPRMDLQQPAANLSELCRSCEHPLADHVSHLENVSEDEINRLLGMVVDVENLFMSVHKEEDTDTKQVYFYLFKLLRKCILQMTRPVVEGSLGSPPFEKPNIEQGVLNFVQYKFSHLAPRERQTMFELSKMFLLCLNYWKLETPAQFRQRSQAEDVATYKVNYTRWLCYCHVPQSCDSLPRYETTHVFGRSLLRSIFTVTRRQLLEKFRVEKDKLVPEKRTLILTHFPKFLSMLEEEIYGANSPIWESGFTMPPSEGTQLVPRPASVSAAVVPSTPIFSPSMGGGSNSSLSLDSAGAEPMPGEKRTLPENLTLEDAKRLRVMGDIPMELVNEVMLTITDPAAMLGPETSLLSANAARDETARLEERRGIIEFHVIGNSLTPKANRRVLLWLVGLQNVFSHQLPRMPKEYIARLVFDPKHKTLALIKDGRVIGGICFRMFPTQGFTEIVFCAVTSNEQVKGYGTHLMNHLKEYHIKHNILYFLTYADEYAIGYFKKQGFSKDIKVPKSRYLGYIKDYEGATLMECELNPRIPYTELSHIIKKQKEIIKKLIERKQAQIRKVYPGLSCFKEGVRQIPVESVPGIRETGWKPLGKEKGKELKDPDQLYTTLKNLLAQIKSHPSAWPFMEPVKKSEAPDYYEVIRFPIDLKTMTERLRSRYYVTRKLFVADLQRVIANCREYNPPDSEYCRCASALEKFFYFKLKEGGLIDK
#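 Enzyme at 20nM final was mixed with library compounds for 15 min at room temperature. Peptide H3(1-25) at 75uM, acetyl-CoA at 70uM and ThioGlo1 at 50uM were then added. Plates were read immediately and after 20 min (Ex340nm/Em540nm).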
# FEN1 inh = qHTS Assay for the Inhibitors of Human Flap endonuclease 1 (FEN1) | Recombinant FEN1 flap cleavage, fluorescence, 15 min | Potency, µM (highest dose often 114 µM), inactives show at the highest dose activity change, negative = inhibition, actives largely listed as inhibitors | 0.35% of 390,000 active | AID 588795, 2011; further: nearly all actives have a fitted effect of over 65% in size
#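 FEN1 at 10 nM, compound pretreatment for 15 min (room temperature), 50 nM final substrate to initiate; endpoint reads at 0 and 15 min; DMSO-only plates used as vehicle background.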
# Starred values were filed as active, the others as inactive; u = inconclusive; x = no result given; & = joins results of further samples; [ ] = another dose, or the depositor's remark. The call rests on the fitted dose curve; in most records, active means well fitted curve in the direction sought with a large enough effect; inconclusive means small, poorly fitted or top-dose-only effect, or another doubt; inactive means no such curve, though single readings can be large; an effect the other way counts as inactive or inconclusive. Unless noted, on the % scale 0 is the no-effect control and ±100 the full control effect; potency means the concentration at half of the fitted maximal effect.
FEN1 inh	molecule	N370S GC mod	GCN5L2 inh
-8%	O=C(NNC(=O)C12CC3CC(CC(O)(C3)C1)C2)c1ccccc1O	-12%	-2%
-18%	Cc1ccc(-c2csc(NC(=O)C3CC(=O)N(Cc4ccco4)C3)n2)cc1 (centres undefined)	-1%	-3%
0%	CC(=O)N1CCc2c(sc3nc(SCC(C)C)n(-c4ccc(F)c(Cl)c4)c(=O)c23)C1	x	8%
6%	Cc1ccc(/C=N/NC(=O)Cn2nnc(N)n2)cc1	-2%	-16%
-2%	COc1ccc(-c2cc(C(F)(F)F)nc(-n3ccnc3C)n2)cc1	1%	28%
3%	COc1ccc(NC(=S)N2CCC(C(=O)c3ccc(C)cc3)CC2)cc1	u	2%
9%	CC(=O)Nc1ccc(OCc2cccc3ccccc23)cc1	1%	-15%
-6%	CCCn1cc(SCC(=O)Nc2cc(C)on2)c2ccccc21	-10%	-7%
0%	O=C(CSCc1ccc(Cl)cc1)Nc1ccc(S(=O)(=O)N2CCOCC2)cc1	-8%	-7%
-9%	COc1ccc(NC(=S)Nc2cc(C)ccn2)c(OC)c1	4%	-1%
x	CCNc1ncc2nc(-c3cc(F)cc(F)c3)c(=O)n(Cc3ccc(F)cc3)c2n1	9%	-4%
-11%	N#Cc1ccc(-c2ccccc2)nc1SCC(=O)c1cc2ccccc2oc1=O	2%	-5%
-12%	O=[N+]([O-])c1cc(C(F)(F)F)ccc1Sc1ccc2ccccc2n1	10%	4%
-4%	O=C(COC(=O)c1ccccc1NC(=O)c1ccco1)NC1CCCCC1	11%	-2%
0%	COc1cccc(NC(=O)COc2ccc(C(=O)N3CCN(C)CC3)cc2)c1	-11%	-3%
-2%	CCc1ccc(NC(=O)C2CCCN(S(=O)(=O)c3cccs3)C2)cc1 (centres undefined)	3%	-2%
0%	COC(=O)c1ccc(CNC(=O)C2CCC(=O)N(CCN3CCOCC3)C2)cc1 (centres undefined)	-6%	2%
11%	CCN1CCN(c2cc(C)c3cc(NC(=S)N(C)Cc4ccccc4)ccc3n2)CC1	-14%	-2%
21%	CCS(=O)(=O)c1nc(S(=O)(=O)c2ccc(C)cc2)c(NCCCN(C)C)s1	5%	-6%
-22%	Cc1c2cnn(CC(=O)NCc3ccc(F)cc3)c(=O)c2c(C)n1Cc1ccccc1Cl	x	-26%

# Copied from the entries so far for reference:
FEN1 inh	molecule	N370S GC mod	GCN5L2 inh
3%	COc1ccc(NC(=S)N2CCC(C(=O)c3ccc(C)cc3)CC2)cc1	u	2%
9%	CC(=O)Nc1ccc(OCc2cccc3ccccc23)cc1	1%	-15%
-6%	CCCn1cc(SCC(=O)Nc2cc(C)on2)c2ccccc21	-10%	-7%
0%	O=C(CSCc1ccc(Cl)cc1)Nc1ccc(S(=O)(=O)N2CCOCC2)cc1	-8%	-7%
-9%	COc1ccc(NC(=S)Nc2cc(C)ccn2)c(OC)c1	4%	-1%
x	CCNc1ncc2nc(-c3cc(F)cc(F)c3)c(=O)n(Cc3ccc(F)cc3)c2n1	9%	-4%
-11%	N#Cc1ccc(-c2ccccc2)nc1SCC(=O)c1cc2ccccc2oc1=O	2%	-5%
-12%	O=[N+]([O-])c1cc(C(F)(F)F)ccc1Sc1ccc2ccccc2n1	10%	4%
-4%	O=C(COC(=O)c1ccccc1NC(=O)c1ccco1)NC1CCCCC1	11%	-2%
0%	COc1cccc(NC(=O)COc2ccc(C(=O)N3CCN(C)CC3)cc2)c1	-11%	-3%
-2%	CCc1ccc(NC(=O)C2CCCN(S(=O)(=O)c3cccs3)C2)cc1 (centres undefined)	3%	-2%
0%	COC(=O)c1ccc(CNC(=O)C2CCC(=O)N(CCN3CCOCC3)C2)cc1 (centres undefined)	-6%	2%
11%	CCN1CCN(c2cc(C)c3cc(NC(=S)N(C)Cc4ccccc4)ccc3n2)CC1	-14%	-2%

# (further entries)
FEN1 inh	molecule	N370S GC mod	GCN5L2 inh
14%	COc1cc2c(-c3ccc4cc[nH]c4c3)c(-c3ccc(C#N)cc3)oc(=O)c2cc1OC	x	u
7%	CCOC(=O)N1CCN(C(=O)Cc2ccsc2)CC1	6%	-17%
x	CCOc1ccccc1N1CCN(C(=O)Nc2ccc(Cl)c(Cl)c2)CC1	4%	u
-5%	CCCCNC(=O)c1ccc2c(c1)ncn2C1CCCC1	18%	-3%
-10%	Cc1ccc2c(c1)C(c1ccc(F)cc1)N(C(=O)C1CC1)CC(=O)N2 (centres undefined)	6%	-5%
-8%	CC(=O)Nc1ccc(S(=O)(=O)Nc2ccc(Cc3ccncc3)cc2)cc1	-10%	-2%
-5%	CCn1cc(C(=O)NCCCO)c(=O)c2cc(F)c(N3CCN(C)CC3)cc21	1%	2%
-4%	O=C(Nc1ccccc1F)c1c[nH]c(=O)[nH]c1=O	-15%	-4%
-3%	O=C(Nc1cc(Cl)ccc1-n1cncn1)c1cc(F)c(F)c(F)c1F	2%	5%
-1%	Cc1cc(C(=O)O)cc(S(=O)(=O)Nc2c(C)nn(C)c2C)c1C	x	4%
-2%	C=CCn1c(-c2ccc(Cl)cc2)c[nH]c1=S	-7%	-3%
-5%	CCCCC(CC)CNC(=O)C1CCCN(S(=O)(=O)c2cnc[nH]2)C1 (centres undefined)	-11%	-5%
10%	Cc1nc(Oc2cccc(Cl)c2)c2oc3ccccc3c2n1	9%	-5%
7%	CCOC(=O)N1CCN(C(=O)CSc2nnc(COc3ccccc3)o2)CC1	-4%	1%
3%	O=C1CN(C(=O)c2cccc([N+](=O)[O-])c2)CC(=O)N1	-10%	-8%
-1%&5%	COc1ccccc1C(=O)Nc1nnc(S(=O)(=O)N2CCCCCC2)s1	-6%	-1%&-6%
0%	CC(NC(=O)C(=O)NCc1cccs1)c1ccccc1 (centres undefined)	-9%	0%
6%	O=C(CN1C(=O)C(c2ccc(F)cc2)=NC12CCCCCC2)Nc1ccccc1Cl	x	7%
-22%	COc1cc(Cl)c(C)cc1NC(=O)c1cnc(N2CCOCC2)c2ccccc12	x	-6%
2%	Cc1ccc2ncc(C(=O)NC(C)c3ccccc3)c(=O)n2c1 (centres undefined)	x	-2%
-15%	CCOc1cccc(-c2c(C(=O)N/N=C(\C)c3cccs3)nnn2-c2nonc2N)c1	-2%	-1%
-9%	Cc1ccc(C(=O)NCC2(c3ccccc3)CCCC2)cc1	6%	16%
-13%	COCc1c(C(=O)N2CCc3ccccc32)oc2ccccc12	3%	-11%
-4%	CCN1CCN(c2nc3c(c(=O)[nH]c(=O)n3C)n2CCSc2nc3ccccc3s2)CC1	5%	-6%
-3%	c1ccc(Cc2cc[n+](Cc3ccccn3)cc2)cc1	-18%	-6%
-25%	COc1ccc(C(=O)c2c3ccc(OC)cc3[n+]([O-])n2Cc2ccc(C(N)=O)cc2)cc1	0%	-2%
-3%	Cc1c(C)[n+](=O)c(-c2cccs2)c(C)n1[O-]	12%	-1%
1%	CC(C)(Oc1ccc(Cl)cc1)C(=O)Nc1cccnc1	-14%	u
5%	O=C1C=C(N2CCN(C(=O)c3ccccc3)CC2)C2(CCCCC2)O1	-1%	17%
-4%	Cc1cc(-c2ccc(C)c(S(=O)(=O)Nc3ccc(S(N)(=O)=O)cc3)c2)on1	-11%	-2%
20%	CSc1ccccc1-c1nnc(NC(=O)c2ccc3c(c2)OCCO3)o1	x	-13%
17%	Cc1ccc(OCCN(C)C(=O)C2CCC(=O)N(CC3CCCCC3)C2)cc1 (centres undefined)	1%	-1%
-21%	COc1ccc(C2=NOC(C(=O)N3CCCc4ccccc43)C2)cc1 (centres undefined)	11%	2%
-6%	COc1ccc(-c2c(-c3cc(OC)cc(OC)c3)n(C)c3ccc(-c4ccc(OC)nc4)cc23)cc1	x	-3%
6%	O=C(CN1C(=O)c2ccccc2C1=O)OCCOCCN=C1NS(=O)(=O)c2ccccc21	-3%	1%
-1%	CC(C)N(C(=O)[C@H]1C[C@H](CC(=O)NCC23CC4CC(CC(C4)C2)C3)C(=O)N2CCc3c([nH]c4ccc(Cl)cc34)[C@]12C)C(C)C	x	-12%
14%	COc1ccc(C(=O)OCC(=O)NC2CCCCCC2)cc1OC	x	1%
-3%	O=C(C1CCN(S(=O)(=O)c2cccnc2)CC1)N1CCN(c2ccc(Cl)cc2)CC1	-6%	-4%
-5%	CCOC(=O)C1CCN(S(=O)(=O)c2ccc3c4c(cccc24)C(=O)N3)CC1	3%	-18%
6%	CCCCN(C(=O)CC1CCCC1)c1c(N)n(CCC)c(=O)[nH]c1=O	x	2%
18%	CC(C)NC(=O)c1ccccc1NC(=O)Cc1ccc(Cl)cc1	4%[12.8 µM]	-3%
-3%	CCCC(C)NC(=O)c1nc(-c2ccccc2)n(-c2ccccc2)n1 (centres undefined)	u	3%
-2%	COc1ccccc1NS(=O)(=O)c1cc(NC(=O)c2cccc(S(=O)(=O)N(C)C)c2)ccc1N1CCOCC1	0%	-7%
-4%	O=[N+]([O-])c1ccccc1CN1CCN(Cc2ccc3ccccc3c2)CC1	-1%	-3%
-5%	CC(C)c1ccc(NC(=O)CSC(C)c2nc3ccccc3c(=O)[nH]2)cc1 (centres undefined)	-6%	21%
-11%	COc1ccc(S(=O)(=O)N2CCN(C(=O)c3c(C)nn(-c4ccccc4)c3Cl)CC2)cc1	22%	-13%
3%	COc1ccccc1NC(=O)N1CCCC1C(=O)NCc1ccccc1Cl (centres undefined)	-21%	-3%
13%	Cc1ccc(SCCC(=O)Nc2ccccc2Br)cc1	5%	3%
-13%&-1%	COc1ccc(C(=O)Nc2ccc3c(c2)CCCN3C(=O)c2cccs2)c(OC)c1	-2%	u
-3%	CN(C)CCN(Cc1cc2cc3c(cc2[nH]c1=O)OCO3)C(=S)NCC1CCCO1 (centres undefined)	9%	2%
15%	Cc1sc2nc(CSC(C)C(=O)Nc3ccc(Cl)cn3)[nH]c(=O)c2c1C (centres undefined)	x	4%
6%	Cc1cc(=O)[nH]c(Nc2c(C)n(C)n(-c3ccccc3)c2=O)n1	0%	-3%
-3%	CCOc1ccc(C(C)NC(=O)C2CCC2)cc1 (centres undefined)	11%	-3%
-2%	CC(C)NCC(=O)Nc1c2c(nc3ccccc13)CCC2	4%	-3%
-5%	COc1ccc(C(=O)Nc2cc(C(F)(F)F)ccc2-n2cnc3ccccc32)cc1	2%	17%
-2%	O=C1CCC(=O)N1c1ccc(-c2nc3sc4c(c3c(=O)o2)CCC4)cc1	-1%	-3%
3%	COC(=O)c1c(C)nc(C)c(C(=O)OC)c1-c1cccs1	17%	-14%
-5%	O=S(=O)(Cc1ccccc1Cl)CC(O)COc1ccccc1Cl (centres undefined)	13%	-9%
-4%	CC1CCC(C(=O)NC(C(=O)NCc2cccnc2)C(C)C)CC1 (centres undefined)	11%	-3%
8%	Cc1ccc(O)c(NS(=O)(=O)c2cccc3nsnc23)c1	-11%	-27%

# Next compounds.
FEN1 inh	molecule	N370S GC mod	GCN5L2 inh
-20%	O=C(Nc1cccc(C(F)(F)F)c1)Nc1ccc2[nH]c(=O)[nH]c2c1	4%	-1%
18%	O=C(O)c1ccc(-c2ccccc2)[nH]c1=O	4%	0%
4%	CCC(=O)c1ccc(OCC(=O)OCC(=O)Nc2cccc(S(=O)(=O)N3CCCC3)c2)cc1	x	-8%
-1%	N#Cc1c(Cl)cccc1N1CCC(C(N)=O)CC1	15%	-15%
2%	COc1ccc(N2C(=O)CCC(C(=O)O)C2c2ccccc2OC)cc1 (centres undefined)	-5%	21%
-3%	Cc1oc(-c2ccccc2)nc1CC(=O)O	6%	-4%
3%	COc1ccccc1/C=N\Nc1ccccc1[N+](=O)[O-]	2%	1%
-5%	Cc1ccc(S(=O)(=O)N2[C@@H](c3ccccc3)C(C(=O)O)=CC[C@H]2c2ccc(Cl)cc2)cc1	-9%	-4%
3%	Cc1cccc(C)c1OCc1cc(C(=O)N2CCN(c3ccccn3)CC2)no1	5%	-3%
-1%	CC(C)=CCCC(C)CN1CCC(N2CCC(C(=O)N3CCOCC3)CC2)CC1 (centres undefined)	-14%	-18%
-4%	COCCN(C(=O)c1ccc(OC2CCN(S(=O)(=O)N(C)C)CC2)cc1)C(C)C	-8%	-1%
-3%	CCOC(=O)CC1(NC(=O)C2CCC(=O)N(CCc3ccc(OC)cc3)C2)CCCCC1 (centres undefined)	-11%	-1%
-3%	COc1ccc(NC(=O)CN2CCN(c3ccc(F)cc3)CC2)cc1	-1%	-10%
3%	Cc1nc2c(-c3ccccc3)c(C)[nH]n2c(=O)c1Cc1ccccc1	-3%	-2%
-11%	O=C(c1nsc(Cl)c1Cl)N1CCCCC1	5%[2.35 µM]	2%
-9%	Cc1cccc(N2CCN(C(=O)c3ccc(CNc4c(N5CCC(C)CC5)c(=O)c4=O)cc3)CC2C)c1 (centres undefined)	-4%	-4%
-9%	COc1ccc(NC(=O)C2=CCN(S(=O)(=O)c3ccccc3)CC2)cc1OC	6%	-12%
-15%	CCN(CC)C(=O)c1cccc(NC(=O)c2cc(-c3ccccn3)nc3ccccc23)c1	x	-2%
